# Screening data as filed in PubChem BioAssay.
# HTT aggregate – inhibitors of mutant huntingtin aggregate formation in PC12 cells; PC12 HttQ103-GFP aggregates, Acumen cytometry, 40 h; Potency, µM (top dose mostly 46.1 µM), inactives show at the highest dose activity change, negative = inhibition, most hits filed as inhibitors; 220,000 compounds, 1.1% hits; also: potency is read from the fitted curve at half-maximal effect; % is scaled to controls: 0 for no effect and ±100 for the full control effect; nearly all actives have a fitted effect of over 60% in size
#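 Inducible Q103 Huntingtin exon 1–GFP PC12 line, 1500 cells/well in phenol red free DMEM with 5% equine and 5% calf serum. Tebufenozide 100 nM induced expression; compounds titrated; aggregates quantified by cytometry.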
# LMNA splice mod – changes lamin A minigene splicing in HeLa cells; HeLa LMNA splicing GFP/RFP minigene ratio, 48 h; 200,000 compounds, 0.01% hits; AID 1487; Potency, µM (top dose mostly 46.1 µM), for inactives: top-dose ratio change, negative = inhibition, usual class: inhibitors; active = well fitted inhibition curve with a large enough effect in the signal ratio, with a control signal flat, not every such curve was filed as active; inconclusive = small, poorly fitted or top-dose-only effect, or effect the other way, or a change in a side signal; the % refers to the signal ratio; also: potency is read from the fitted curve at half-maximal effect; % is scaled to controls: 0 for no effect and ±100 for the full control effect
#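 S3 HeLa stable clones carrying a lamin A-EGFP splicing minigene plus DsRed2 were seeded at 600 cells/well in Opti-MEM with 2% FBS, pin-dosed and incubated 48 h at 37°C. Acumen cytometry (488 nm) gave the GFP/RFP total-intensity ratio.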
# IMPase Li inh – cell-permeable IMPase inhibitors with lithium potentiation; CHO-M1 cells, IP1 TR-FRET (IP-One), carbachol + lithium; Potency, µM (top dose mostly 59.4 µM), for the others: at the highest dose activity, negative = IMPase inhibition, actives largely listed as inhibitors; 210,000 compounds, 0.35% hits;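 also: IP1 builds up when IMPase is blocked and the TR-FRET signal falls; potency is read from the fitted curve at half-maximal effect; plate controls were basal vehicle for no effect and high inhibitor control for full effect; nearly all actives have a fitted effect of over 50% in size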
#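 Test compounds were applied to CHO-M1 cells previously cultured for 16–30 h at 2000 per well. A small lithium amount accompanied them; after 30 min at 37C, IP1 was quantified by TR-FRET.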
# KinaseGlo FLuc – blocks Kinase-Glo luciferase, a counter-screen artifact; 200,000 compounds, 0.28% hits; Potency, µM (titrated, usually from 38.3 µM), without a hit: at the highest dose activity change, negative = inhibition, hits mostly inhibitors; Kinase-Glo luciferase, ATP luminescence, 8 min; also: potency is read from the fitted curve at half-maximal effect; % is scaled to controls: 0 for no effect and ±100 for the full control effect; nearly all actives have a fitted effect of over 60% in size
#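 Substrate mix (final 50 mM imidazole pH 7.2, 50 mM KCl, 7 mM MgCl2, 10 uM ATP, 0.01% Tween 20, 0.05% BSA) plus pin-tool compound, then Kinase-Glo detection mix; 8 min ambient, luminescence read.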
# NPSR antagonist – neuropeptide S receptor (human) antagonism, cAMP. Q6W5P4. CHO-NPSR cells, cAMP TR-FRET, antagonist mode. Potency, µM (series often up to 38.3 µM), for inactives: at the highest dose activity change, negative = inhibition, most hits filed as inhibitors. 220,000 compounds, 1% hits. AID 1461; also: potency is read from the fitted curve at half-maximal effect; % is scaled to controls: 0 for no effect and ±100 for the full control effect; nearly all actives have a fitted effect of over 50% in size; many of its hits are not listed in these tables
# Target sequence (Q6W5P4 whole entry, looked up): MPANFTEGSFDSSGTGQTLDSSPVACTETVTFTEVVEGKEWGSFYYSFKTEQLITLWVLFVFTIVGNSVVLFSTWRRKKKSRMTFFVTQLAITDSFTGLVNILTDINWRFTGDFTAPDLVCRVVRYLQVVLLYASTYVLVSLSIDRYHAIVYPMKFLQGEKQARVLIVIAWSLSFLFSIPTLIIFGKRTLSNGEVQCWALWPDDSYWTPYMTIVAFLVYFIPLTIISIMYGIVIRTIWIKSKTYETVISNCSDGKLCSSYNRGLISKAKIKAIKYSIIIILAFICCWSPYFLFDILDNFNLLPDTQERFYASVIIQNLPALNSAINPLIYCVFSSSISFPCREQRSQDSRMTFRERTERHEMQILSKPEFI
# CBFb RUNX1 block – blocks binding between human CBF-beta and RUNX1; Potency, µM (doses to about 59.8 µM), for the others: at the top dose activity, negative = inhibition, actives largely listed as inhibitors; Q01196+Q13951; AlphaScreen CBFb-His/RUNX1-biotin binding, biochemical; 230,000 tested, under 10 active; AID 1477; also: % of control where 0% means no effect
# Target sequence (Q01196 whole entry, looked up): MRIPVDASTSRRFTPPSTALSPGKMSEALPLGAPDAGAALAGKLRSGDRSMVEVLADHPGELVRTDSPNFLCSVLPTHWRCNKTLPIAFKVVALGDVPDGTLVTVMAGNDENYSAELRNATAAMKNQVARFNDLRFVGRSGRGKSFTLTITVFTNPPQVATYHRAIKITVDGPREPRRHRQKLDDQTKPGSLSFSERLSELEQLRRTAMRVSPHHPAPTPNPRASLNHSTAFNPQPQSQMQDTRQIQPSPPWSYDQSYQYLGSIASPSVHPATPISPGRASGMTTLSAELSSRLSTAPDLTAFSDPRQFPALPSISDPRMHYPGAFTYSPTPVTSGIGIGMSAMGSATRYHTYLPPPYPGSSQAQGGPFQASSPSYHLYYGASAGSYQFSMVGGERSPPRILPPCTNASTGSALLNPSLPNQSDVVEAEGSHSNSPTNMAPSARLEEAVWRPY
# Target sequence (Q13951 whole entry, looked up): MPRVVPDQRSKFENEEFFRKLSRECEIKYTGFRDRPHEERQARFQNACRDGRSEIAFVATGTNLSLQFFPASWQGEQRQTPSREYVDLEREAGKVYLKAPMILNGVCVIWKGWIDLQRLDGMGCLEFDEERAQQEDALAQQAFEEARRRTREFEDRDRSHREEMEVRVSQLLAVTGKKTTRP
#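 Read-out: AlphaScreen. Format: His-CBF-beta with biotinylated RUNX1 (30 nM each) preincubated 20 min, compound 15 min, Ni-chelate plus streptavidin beads 90 min; room temperature throughout.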
# Epigenetic reg – derepresses silenced GFP reporter in murine cells. murine LDR cells, GFP reporter derepression, 30 h. 280,000 compounds, 0.2% hits. Potency, µM (doses to about 53.9 µM), inactives show at the top dose GFP activation, usual class: activators; also: potency is read from the fitted curve at half-maximal effect; % of control where 0% means no effect; nearly all actives have a fitted effect of over 60% in size
#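 Reporter derepression read as number of fluorescent GFP-positive objects, 20-120 um in size, counted by laser-scanning cytometer. Mouse LDR line with an epigenetically silenced CMV-GFP locus; compound incubation 30 h, 37 C.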
# * hit, by the source's call; ? = inconclusive; . = not tested or not shown; & = joins results of further samples; [ ] = dose if it differs, or a comment. Unless noted, calls follow the shape of the dose curve; as a rule, active = well fitted curve in the direction sought with a large enough effect; inconclusive = small, poorly fitted or top-dose-only effect, or another doubt; inactive = no such curve, though single readings can be large; an effect the other way counts as inactive or inconclusive. The list is partial. The share of hits here may be higher or lower than overall.
cpd	molecule	HTT aggregate	LMNA splice mod	IMPase Li inh	KinaseGlo FLuc	NPSR antagonist	CBFb RUNX1 block	Epigenetic reg
1	CCc1nc(N)c(C#N)c(-c2cccnc2)c1C	12%	-1%	8%[38.3 µM]	1%	2%[46.1 µM]	16%	-1.0%
2	Cc1ccc(-c2nc(CSCC(=O)NCCCN3CCOCC3)c(C)o2)cc1	8%	?	1%[38.3 µM]	-11%	-5%[46.1 µM]	3%	-1.1%
3	C=CCNC(=O)C1CC1(c1ccccc1)c1ccccc1 (configuration not stated)	3%	?	1%	-4%	6%	-10%	-1.9%
4	Nc1cccc2nc3ccccc3cc12	-12%[9.22 µM]	?	31%[activator][38.3 µM]	1%	-13%[46.1 µM]	6%	?
5	Nc1nnc(SCc2ccccc2F)s1	1%[9.22 µM]	.	.	.	7%	1%	0.0%
6	Clc1ccccc1CSc1nnc(Cn2cnc3ccccc32)n1-c1ccccc1	13%[9.22 µM]	-3%	35%[activator][38.3 µM]	7%	-4%[46.1 µM]	-4%	2.8%
7	CC(C)(C)C(=O)N1CCN(c2ccc([N+](=O)[O-])c(NCc3cccnc3)c2)CC1	7%	12%[46 µM]	14%	0%	-32%	-7%	1.2%
8	Cc1nc2nc[nH]n2c(=O)c1NS(C)(=O)=O	-5%	4%	5%[38.3 µM]	0%	-1%[46.1 µM]	4%	-1.0%
9	COc1ccc(O[C@H]2C=C[C@@H](c3ccccc3)O[C@@H]2COC(=O)CC/C(C)=N/O[C@@H](C)c2cn([C@H](CO)Cc3ccccc3)nn2)cc1	-10%	?	11%	3%	-32%	6%[2.36 µM]	5.3%
10	Cc1[nH]c2ccccc2c1CN1CCC(Cc2ccccc2)CC1	?	.	33%[activator]	3%	-22%	-19%	3.4%
11	Cc1ccc(S(=O)(=O)Nc2cccc(C(=O)Nc3cc(C)ccn3)c2)cc1	-10%	6%	27%[38.3 µM]	-2%	-3%[46.1 µM]	1%	0.8%
12	CC(CN1CCN(C)CC1)OC(=O)c1ccc(F)cc1 (configuration not stated)	-13%	11%[46 µM]	14%	10%	10%	1%	1.1%
13	CC1S/C(=C(\C#N)C(N)=O)N(c2ccc(F)cc2)C1=O (configuration not stated)	-7%	-11%	-7%[38.3 µM]	-3%	-2%[46.1 µM]	-2%	-0.2%
14	O=C(CS(=O)(=O)Cc1ccccc1)Nc1ccc2c(c1)OCO2	0%	.	-8%	-1%	12%	-11%	6.7%
15	Cc1cc(C(=O)N/N=C/c2cccc([N+](=O)[O-])c2)c2ccccc2n1	-11%	-2%	8%	3%	6%	3%	0.1%
16	Cc1[nH]nc(SCC(=O)N2CCCCCC2)c1[N+](=O)[O-]	-1%[9.22 µM]	0%[46 µM]	10%	-9%	0%	3%	-1.0%
17	CCOC(=O)c1cnc(NCc2ccccc2)nc1C	0%	-2%	11%[38.3 µM]	1%	?	3%	1.1%
18	O=C(CCc1ccccc1)NC(=S)Nc1ccccc1Br	27%	.	13%	-1%	-53%	-4%	-1.2%
19	Cc1[nH][nH]c(=O)c1N=Nc1ccccc1Cl	-10%[9.22 µM]	.	.	.	10%	-17%	2.1%
20	COc1cc(C(CCN2CCCC2)c2c(OC)cc(OC)c3ccc(=O)oc23)cc(OC)c1OC (configuration not stated)	-5%[9.22 µM]	.	.	.	-43%	6%&1%	2.3%
21	CC(C)N(C(=O)c1ccc(C(=O)Nc2ccc([N+](=O)[O-])cc2)cc1)C(C)C	6%	.	-10%	3%	1%	14%	-1.2%
22	COc1ccc(C(C(=O)NC2CCCCC2)N(Cc2cccs2)C(=O)Cc2c[nH]c3ccccc23)cc1OC (configuration not stated)	19%	-3%	9%	3%	-18%[46.1 µM]	10%	-0.9%
23	O=C(NCCc1nnc2ccc(NCc3ccc(F)cc3)nn12)c1ccccc1	-8%	-17%[9.22 µM]	-2%	13%	0%	5%	?
24	Cc1cccc(C(=O)O/N=C/c2c(N3CCOCC3)n(C)c3ccccc23)c1	?	?	15%[38.3 µM]	-1%	-25%[46.1 µM]	-10%	-1.2%
25	COc1c2c(nc3ccccc13)O[C@H]([C@@](C)(O)CO)C2	.	?	-2%	-1%[17.1 µM]	.	-3%[21.7 µM]	-0.3%[16.9 µM]
26	COCCn1nnnc1C(c1ccc(OC)c(OC)c1)N1CCN(c2nc3ccccc3s2)CC1 (configuration not stated)	-23%	-16%	19%[38.3 µM]	-2%	-23%[46.1 µM]	2%	-1.0%
27	Cc1cc(-c2n[nH]c(=S)n2/N=C/c2cccc(O)c2)n[nH]1	0%[9.22 µM]	.	.	.	-2%	-4%	0.0%
28	COc1ccc(NC(=O)NCc2ccco2)c(OC)c1	-11%	.	.	.	1%	7%	4.5%
29	CCN(CC)S(=O)(=O)c1cc(OC)c(Cl)cc1Cl	-4%	17%	25%[38.3 µM]	-3%	-9%[46.1 µM]	6%	1.7%
30	CCC1=C2CC[C@H]3C(=O)N(C)C(=O)[C@H]3[C@H]2[C@@]2(C)C(=O)N(CC(=O)OC)C(=O)N2C1=O	.	.	-9%	-1%	.	18%	5.0%
31	CCC(NC(=O)OC(C)(C)C)C(=O)Oc1ccc2c3c(c(=O)oc2c1)CCC3 (configuration not stated)	-14%[9.22 µM]	4%	-7%[38.3 µM]	0%	2%[46.1 µM]	-4%	-0.8%
32	O=C(NCCOc1ccccc1F)c1ccccc1SCc1ccc(F)cc1	-13%	?	3%	0%	2%	1%	-6.8%
33	COC(=O)c1ccc(C(=O)OC)c(NC(=O)Nc2ccc3c(c2)OCO3)c1	-11%	1%	24%[38.3 µM]	4%	-12%[46.1 µM]	8%	-1.1%
34	Cc1ccc(-c2nc3ccsc3c(=O)o2)cc1	17%	2%	-1%[38.3 µM]	-12%	-9%[46.1 µM]	6%	0.0%
35	O=C(NCCCN1CCCC1=O)c1ccc(OC(F)(F)F)cc1	6%	.	0%	-1%	0%	8%	-3.8%
36	C(#CCN1CCOCC1)COCCCOC(c1ccccc1)c1ccccc1	2%	-9%	31%[38.3 µM]	-4%	-20%[46.1 µM]	5%	-1.3%
37	COC(=O)c1ccc(N2C(=O)CC(N3CCOCC3)C2=O)cc1 (configuration not stated)	-9%	4%	-25%[38.3 µM]	-4%	5%[46.1 µM]	11%	-0.9%
38	COC(=O)c1ccccc1NC(=O)C1CCN(C(=O)c2ccc(OC)cc2)CC1	-14%	3%	-2%[38.3 µM]	-3%	-9%[46.1 µM]	1%	-1.1%
39	CN(C)c1ccc(NC(=O)COC(=O)CCC(=O)c2ccc(F)cc2)cc1	11%	8%	45%[activator][38.3 µM]	3%	-18%[46.1 µM]	-14%	3.7%
40	CCCN1C(=O)c2cc(C(=O)Nc3ccc(OC)cc3OC)ccc2C1Nc1ccc(OC)cc1OC (configuration not stated)	2%	.	14%	.	-23%	?	-1.3%
41	COC(=O)c1cccc(S(=O)(=O)N2CCCCC2)c1	-14%	5%	6%[38.3 µM]	-3%	-4%[46.1 µM]	4%	-1.0%
42	Cc1nc(C)c(C(=O)NCCC(c2ccccc2)c2ccccc2)o1	-27%	5%[9.22 µM]	8%	-5%	-1%	9%	-0.5%
43	O=C(c1ccccc1)[C@H]1CC=CC[C@H]1C(=O)O	-2%	-8%	7%	1%	-10%[46.1 µM]	13%	-7.0%
44	COc1ccccc1OCCOc1ccc(C(=O)c2ccccc2)cc1	-13%	?	5%	0%	-9%	?	-1.0%
45	O=C(c1cc2ccccc2o1)N1CCN=C1SCc1cccnc1	-9%	7%	-7%[38.3 µM]	-3%	-13%[46.1 µM]	5%	-1.1%
46	CC(C)(NC(=O)c1cc(Cl)c2ccccc2c1O)C(=O)O	-14%[9.22 µM]	.	.	.	8%	1%	1.0%
47	COc1ccc(-c2noc(CCC(=O)NCCCN3CCC(C)CC3)n2)cc1	-5%	5%	3%[38.3 µM]	-5%	2%[46.1 µM]	1%	0.0%
48	N#C/C(=C(/O)CSc1n[nH]c(N)n1)c1nc2ccccc2[nH]1	-10%[9.22 µM]	.	.	.	10%	-4%	-1.1%
49	CCOc1cccc(N2C(=O)CC(NCc3ccc(S(N)(=O)=O)cc3)C2=O)c1 (configuration not stated)	21%	3%	-19%[38.3 µM]	-1%	2%[46.1 µM]	-2%	0.7%
50	O=C1CCCC2=C1C(c1ccncc1)c1c(nc(SCc3ccccc3)[nH]c1=O)N2 (configuration not stated)	8%	22%	4%[38.3 µM]	0%	-11%[46.1 µM]	-3%	0.6%

# (further entries)
cpd	molecule	HTT aggregate	LMNA splice mod	IMPase Li inh	KinaseGlo FLuc	NPSR antagonist	CBFb RUNX1 block	Epigenetic reg
51	CCOC(=O)Cc1csc(NC(=O)/C=C/c2ccc(Cl)cc2)n1	-20%[9.22 µM]	.	.	.	-9%	17%	-0.4%
52	COc1ccccc1C(=O)N1CCN(C(=O)COc2cccc(C)c2)CC1	-1%	-5%	9%	-1%	-4%[46.1 µM]	9%	0.9%
53	CCOC(=O)C(Cc1ccccc1)C(=O)Nc1cccc2ccccc12 (configuration not stated)	-6%	-14%	32%[activator]	3%	20%	-2%	-1.0%
54	CCN(CC)c1ccc(/C=N/NC(=O)c2c(Cl)cnn2C)c(O)c1	-24%	?	8%	-4%	5%	-7%	2.9%
55	O=C(Nc1ccccn1)c1cc2ccccc2o1	-3%	-4%	-2%	8.9µM*	-3%[46.1 µM]	2%	-4.9%
56	O=C(CCC(=O)OC(C(=O)c1ccccc1)c1ccccc1)Nc1ccccc1 (configuration not stated)	3%	6%	9%[38.3 µM]	0%	-6%[46.1 µM]	1%	1.7%
57	Cc1[nH]c2ccccc2c1C(=O)CSC(=S)N1CCCCC1	2%	-3%	7%	-6%	0%	4%	-1.9%
58	O=C(Nc1ccccc1)/C(=C\c1ccccc1)NC(=O)c1ccco1	-18%[9.22 µM]	.	.	.	10%	7%	4.1%
59	O=C(NCC1CCCO1)c1onc(CSc2ccccc2)c1C(=O)O (configuration not stated)	-3%	-8%[0.0737 µM]	-12%[38.3 µM]	2%	13%[46.1 µM]	5%	-0.9%
60	Cc1ccccc1C(=O)Nc1ccc2c(c1)OCO2	-5%	1%	-18%[38.3 µM]	?	2%[46.1 µM]	10%	0.0%
61	CC(C)=CCCC1(C)C=Cc2c(c(C)cc3c2[nH]c2ccccc23)O1 (configuration not stated)	.	.	1%	-2%	.	10%	-0.3%
62	Cc1cccc(C)c1Nc1c(-c2ccccc2O)nc2ncccn12	-10%[9.22 µM]	.	.	.	-25%	-17%	-1.7%&9.7%
